# bIAP inh = intestinal alkaline phosphatase (bovine) inhibition. purified bovine IAP, CDP-star luminescence, 30 min. inhibition, % at 20 µM. 190,000 tested, under 10 active. AID 1019;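 active = over 50% inhibition of intestinal alkaline phosphatase at 20 µM in the single-dose screen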
#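 Incubation: 30 min reaction at room temperature / Material: purified bovine intestinal alkaline phosphatase (IAP) enzyme / Input: enzyme at 1/65,000,000 dilution / Dosing: 20 µM single dose / Signal: CDP-star luminescence signal / Reagent: CDP-star chemiluminescent phosphatase substrate, 30 µM final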
# PMI act = activators of human phosphomannose isomerase | P34949 | AID 1214 | activation factor at 20 µM | purified human PMI, coupled resazurin fluorescence, 20 min; hits give high values; 1 = vehicle control, 0 substrate-free wells | 0.005% of 190,000 active;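 active = activation factor of 2 or more at 20 µM, relative to plate controls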
# Target sequence (P34949 whole entry, looked up): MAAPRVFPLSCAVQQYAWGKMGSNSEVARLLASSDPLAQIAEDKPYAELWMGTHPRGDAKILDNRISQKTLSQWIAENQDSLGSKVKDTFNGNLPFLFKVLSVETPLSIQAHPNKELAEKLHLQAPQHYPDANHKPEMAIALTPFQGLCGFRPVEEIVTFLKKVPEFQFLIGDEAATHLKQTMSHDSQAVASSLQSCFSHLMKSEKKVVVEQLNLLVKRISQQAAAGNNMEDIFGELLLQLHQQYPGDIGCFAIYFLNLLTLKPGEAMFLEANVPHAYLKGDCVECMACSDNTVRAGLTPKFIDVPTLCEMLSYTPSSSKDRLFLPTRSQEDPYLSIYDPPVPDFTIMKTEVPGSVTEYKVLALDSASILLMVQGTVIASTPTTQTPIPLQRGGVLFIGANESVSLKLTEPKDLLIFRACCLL
# bIAP activator = increases bovine intestinal alkaline phosphatase activity. 0.17% of 200,000 active. purified bovine IAP, CDP-star luminescence, 30 min; hits give high values; fold of DMSO-control signal, blank-subtracted. activation factor at 20 µM;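 active = activation factor of 2 or more at 20 µM, a signal rise over negative controls twice the positive control's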
# TNAP inh no acc = TNAP (human) inhibition, acceptor-free conditions; purified TNAP, CDP-star luminescence, 30 min; inhibition, % at 20 µM; 0.26% of 200,000 active;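 active = tissue-nonspecific alkaline phosphatase inhibition above about 50% at 20 µM in the single-dose screen, limit read from the data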;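 note: 0% = DMSO negative control and 100% = EDTA positive control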
# Target sequence (P05186 whole entry, looked up): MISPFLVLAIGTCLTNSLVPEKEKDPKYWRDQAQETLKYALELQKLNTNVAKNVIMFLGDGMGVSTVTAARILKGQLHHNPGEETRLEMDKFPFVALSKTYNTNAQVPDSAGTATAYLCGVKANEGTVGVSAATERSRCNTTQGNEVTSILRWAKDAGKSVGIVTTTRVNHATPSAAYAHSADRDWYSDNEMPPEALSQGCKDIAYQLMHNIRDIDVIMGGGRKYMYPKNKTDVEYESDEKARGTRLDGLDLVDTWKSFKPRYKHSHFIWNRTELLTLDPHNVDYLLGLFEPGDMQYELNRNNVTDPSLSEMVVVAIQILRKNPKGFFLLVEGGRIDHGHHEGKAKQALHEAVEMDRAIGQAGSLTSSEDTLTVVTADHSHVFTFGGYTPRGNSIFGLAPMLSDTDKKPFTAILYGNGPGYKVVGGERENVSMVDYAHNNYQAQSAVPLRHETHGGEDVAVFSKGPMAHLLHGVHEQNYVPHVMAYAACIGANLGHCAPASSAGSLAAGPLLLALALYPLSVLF
# Diaph act CS = counter-screen for diaphorase-based assays: diaphorase activators and chemical reducers | 0.005% of 190,000 active | AID 1229 | activation factor at 20 µM | Diaphorase/resazurin coupled assay, resorufin fluorescence, 16 min; hits give high values; 1 = vehicle wells, 0 = NADH-free wells;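 active = diaphorase activity raised at least twofold by the compound at 20 µM; inactive = activation factor below 2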
#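 Assay system: Purified diaphorase enzyme from Clostridium kluyveri | Amount: Enzyme 0.07 U/mL final | Dosing: Compound 20 µM once, DMSO 1% | Timing: 16 min reaction at room temperature | Detection: Fluorescence, excitation 544 nm and emission 590 nm | Evaluation: Higher resorufin formation from activation or reduction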
# TNAP act hi DEA = TNAP (human) activation, high acceptor; purified TNAP, CDP-star luminescence, 1 M DEA, 30 min; hits give high values; 0 = EDTA background, 1 = DMSO-only activity; P05186; 200,000 tested, under 10 active; activation factor at 20 µM;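 active = activation factor at least 2 at 20 µM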
#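 Control set: EDTA negative control, DMSO positive control / Assay system: human TNAP / Quantity: TNAP 1/800 final / Evaluation: TNAP activation factor scaled between EDTA and DMSO control wells / Measured by: luminescent substrate turnover signal / Compound dosing: one dose, 20 µM / Times: 30 min enzyme reaction at room temperature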
# PMI act satM6P = increases human PMI activity with near-saturating mannose 6-phosphate; 0.34% of 190,000 active; AID 1216; P34949; activation factor at 20 µM; coupled PMI enzyme assay, resazurin fluorescence, 20 min; hits give high values; 1 = untreated enzyme, 0 = substrate-free blank;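 active = activation factor of 2 or more at 20 µM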
#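 Test system: human PMI in coupled enzyme assay; Input: PMI at 15 ng/mL final; Medium: HEPES buffer, pH 7.4; Schedule: 20 min incubation at room temperature; Technique: resorufin fluorescence at Ex 544/Em 590 nm; Compound: 20 µM single dose; Probe or stimulus: Near-saturating mannose-6-phosphate, 1.0 mM.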
# TNAP inh hiacc = TNAP (human) inhibition, high acceptor | purified TNAP, CDP-star luminescence, 1 M DEA | 0.03% of 200,000 active | P05186 | AID 1135 | inhibition, % at 20 µM;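 active = over 50% inhibition of tissue-nonspecific alkaline phosphatase at 20 µM in the single-dose screen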;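 note: plate controls were DMSO wells for no effect and EDTA-quenched wells as full inhibition for full effect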
# Diaph inh CS = inhibits diaphorase or chemically oxidizes, flagging diaphorase assay artifacts | inhibition, % at 20 µM | 0.69% of 190,000 active | AID 1217 | diaphorase resazurin-to-resorufin fluorescence, NADH, 16 min; bacterial (C. kluyveri) enzyme, not human;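 active = primary screen inhibition at 20 µM above a set limit, cut at about 50% in these data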;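 note: plate controls were DMSO with full reaction for no effect and wells lacking NADH for full effect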
#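 System: Bacterial diaphorase enzyme (C. kluyveri) | Incubation: 16-min room-temperature incubation before reading | Benchmarks: No-NADH positive control and DMSO neutral control | Measured by: Resorufin fluorescence 544/590 nm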
# L major viab = reduces viability of Leishmania major promastigotes. resazurin fluorescence viability. inhibition, % at 10 µM. 9% of 200,000 active. AID 1063; in the data active = inhibition above about 50%;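 note: promastigotes grown with compound for 44 hours at 28 °C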
# Numbers without * were called inactive.
SMILES,bIAP inh,PMI act,bIAP activator,TNAP inh no acc,Diaph act CS,TNAP act hi DEA,PMI act satM6P,TNAP inh hiacc,Diaph inh CS,L major viab
CCOc1ccc2c(=O)c(-c3ccc4c(c3)OCCCO4)c(C)oc2c1,8,1,0.9,-20,1,1,1.1,2,4,-3
CCN(CC)C(=O)c1ccc2c(c1)N(Cc1ccccc1)C(=O)CS2=O (centres undefined),6,0.8,0.9,-2,0.8,1,0.9,-2,16,-1
CC(c1nccs1)N(C)C(=O)CCc1nnc(-c2ccc(-c3ccccc3)cc2)o1 (centres undefined),13,0.9,0.9,-5,0.9,1.1,1,-6,13,1
Nc1nonc1/C(=N/O)N1CCN(CCO)CC1,7,1,0.9,-16,0.9,1.1,1,-5,15,-5
O=C(CCn1cnnn1)Nc1cccc(F)c1,2,1.1,1,-13,1,1,1,-4,4,-4
COc1cc(-c2c(C#N)c(N)nc3c2CCCC3)ccc1O,2,1.1,1,-13,0.9,1.1,1,-6,11,8
COc1ccc2nc(Nc3nc(CSc4nnnn4-c4ccccc4)cc(=O)[nH]3)nc(C)c2c1,-32,1.1,1.3,-26,0.9,1.1,1.1,-6,5,8
CC1=NNC(=O)C(CC(=O)Nc2ccc(Cl)c(Cl)c2)C1 (centres undefined),16,0.9,0.8,-16,1,1,1.1,-4,4,-9
O=C(O)c1ccc(Oc2cccc([N+](=O)[O-])c2)cc1C(=O)O,4,0.9,1,-3,0.9,1,0.9,0,8,-11
COc1ccccc1C1CC(=O)NC(C)=C1C(=O)OCC1CCCO1 (centres undefined),-11,1,1.1,-8,0.9,1,1,2,8,-4
Cc1ccc(N(CC(=O)Nc2ccc3c(c2)OCCO3)S(=O)(=O)c2c(C)n[nH]c2C)cc1,-41,1.2,1.4,-9,0.8,1,1.4,-2,21,41
CN(CCC(=O)Nc1ccc2c(c1)OCO2)Cc1ccccc1,-3,1.1,1,-4,1,1,1.1,5,3,11
CCOC(=O)c1ccc(NC(=O)CSc2nnc(CCc3ccc(C)o3)n2-c2ccccc2)cc1,5,0.9,0.9,-7,0.8,1,0.9,-2,21,52*
CCOC(=O)c1ccc(NS(=O)C23CC4CC(CC(C4)C2)C3)cc1 (centres undefined),0,1.4,1,-10,0.8,1,1.9,-4,16,11
O=C(/C=C/c1cccc(Cl)c1)Nn1c(-c2cccs2)nc2ccccc2c1=O,-40,0.8,1.4,-8,0.8,1,0.9,0,22,-5
O=C(O)c1ccccc1SCC(=O)N1CCCCC1,0,1,1,-12,0.9,1.1,1,-7,9,-1
CCCCN(C)C(=O)C1CCN(C/C(C)=C/c2ccccc2)CC1,-6,1,1.1,-15,0.8,1.1,1.1,-9,19,25
COc1ccccc1C(=O)N/C(=C\c1ccc(Br)cc1)C(=O)NCCCO,-2,1,1,-11,0.9,1.1,1,-7,8,-2
COC(=O)Nc1ccc(OC)c(OC)c1,0,0.9,1,-11,0.9,0.9,0.9,8,5,-2
CN(C(=O)CCc1nnc(CCCCc2ccccc2)o1)C1CCOCC1,0,1,1,-10,0.9,1.1,1,-6,6,-7
CCCCCNC(=O)c1ccccc1SC,14,1,0.9,-10,1,1,1,-2,1,-7
CCCNC(=O)CC1Sc2ccccc2NC1=O (centres undefined),11,1,0.9,-10,1,1,1,-4,0,-4
COC(=O)C1=C(C)N(CC2CC2)C(=O)N[C@H]1c1ccc(Br)cc1,-9,0.9,1.1,-3,0.8,1,0.9,-2,20,4
CC(Oc1ccccc1)C(=O)Nc1ccc(S(=O)(=O)NCC2CCCO2)cc1 (centres undefined),4,1,1,-13,0.9,1,1,-4,8,-2
Oc1ccccc1CNc1ccc2c(c1)OCCO2,10,0.7,0.9,-9,0.8,1,0.7,-4,23,2
CC1=CC2=NC(=O)/C(=C\c3cc(C)n(-c4cccc(Cl)c4)c3C)C(=N)N2O1,5,0.8,0.9,-16,0.8,1,0.8,0,16,-3
CN1CCN(C(=O)C2=C[C@@H](c3csc4ccccc34)C[C@@H](OCc3ccc(CO)cc3)O2)CC1,-33,1,1.3,-1,1.1,1,1,-3,-9,90*
O=C(CSc1nnc2c(Cl)cc(Cl)cn12)N1CCN(c2ccc(F)cc2)CC1,-54,1,1.5,-9,0.9,1.1,0.9,-7,13,53*
Cc1ccc(C(=O)Nc2ccccc2C(=O)NC(Cc2ccccc2)C(=O)O)cc1 (centres undefined),-2,1.1,1,-5,0.9,1.1,1.1,-6,7,4
Cc1cc(C)c(C)c(OCCOCCN2CCOCC2)c1,6,0.9,0.9,-5,0.9,1,0.9,-4,12,55*

# Part of the list above in order of formula weight, low to high:
SMILES,bIAP inh,PMI act,bIAP activator,TNAP inh no acc,Diaph act CS,TNAP act hi DEA,PMI act satM6P,TNAP inh hiacc,Diaph inh CS,L major viab
COC(=O)Nc1ccc(OC)c(OC)c1,0,0.9,1,-11,0.9,0.9,0.9,8,5,-2
CCCCCNC(=O)c1ccccc1SC,14,1,0.9,-10,1,1,1,-2,1,-7
Oc1ccccc1CNc1ccc2c(c1)OCCO2,10,0.7,0.9,-9,0.8,1,0.7,-4,23,2
CCCNC(=O)CC1Sc2ccccc2NC1=O (centres undefined),11,1,0.9,-10,1,1,1,-4,0,-4
CCCCN(C)C(=O)C1CCN(C/C(C)=C/c2ccccc2)CC1,-6,1,1.1,-15,0.8,1.1,1.1,-9,19,25
CN(C(=O)CCc1nnc(CCCCc2ccccc2)o1)C1CCOCC1,0,1,1,-10,0.9,1.1,1,-6,6,-7
COC(=O)C1=C(C)N(CC2CC2)C(=O)N[C@H]1c1ccc(Br)cc1,-9,0.9,1.1,-3,0.8,1,0.9,-2,20,4
CC1=CC2=NC(=O)/C(=C\c3cc(C)n(-c4cccc(Cl)c4)c3C)C(=N)N2O1,5,0.8,0.9,-16,0.8,1,0.8,0,16,-3
CC(Oc1ccccc1)C(=O)Nc1ccc(S(=O)(=O)NCC2CCCO2)cc1 (centres undefined),4,1,1,-13,0.9,1,1,-4,8,-2
O=C(/C=C/c1cccc(Cl)c1)Nn1c(-c2cccs2)nc2ccccc2c1=O,-40,0.8,1.4,-8,0.8,1,0.9,0,22,-5
COc1ccccc1C(=O)N/C(=C\c1ccc(Br)cc1)C(=O)NCCCO,-2,1,1,-11,0.9,1.1,1,-7,8,-2
O=C(CSc1nnc2c(Cl)cc(Cl)cn12)N1CCN(c2ccc(F)cc2)CC1,-54,1,1.5,-9,0.9,1.1,0.9,-7,13,53*
CN1CCN(C(=O)C2=C[C@@H](c3csc4ccccc34)C[C@@H](OCc3ccc(CO)cc3)O2)CC1,-33,1,1.3,-1,1.1,1,1,-3,-9,90*

# Later entries
SMILES,bIAP inh,PMI act,bIAP activator,TNAP inh no acc,Diaph act CS,TNAP act hi DEA,PMI act satM6P,TNAP inh hiacc,Diaph inh CS,L major viab
c1ccc(-c2n[nH]c3ccccc23)cc1,28,0.9,0.7,90*,0.9,0.9,1,10,6,-1
O=C(c1ccc2c(c1)OCCO2)C1CCN(S(=O)(=O)c2cccc(F)c2)CC1,4,0.9,1,-8,0.9,1,1,-4,11,1
COCCCNC(=O)C1CC(=O)N(CCc2ccccc2)C1 (centres undefined),6,1.1,0.9,-12,0.9,1,1.1,-2,9,-7
CCc1ccc(C(=O)Nc2ccc(S(=O)(=O)Nc3nc(C)cc(C)n3)cc2)o1,0,1,1,-10,1,1,1,-2,-3,-3
CN(c1ccc(C(=O)Nc2ccc(Cl)cn2)cc1)S(=O)(=O)c1ccccc1,11,0.9,0.9,-6,0.9,1,0.9,-2,7,5
CCOC(=O)c1cnc(SCCc2ccccc2)nc1N,15,0.8,0.8,-13,0.9,1.1,0.9,-6,13,-5
CCOc1ccccc1-c1nc(C(N)=O)c2[nH]c(=O)n(-c3ccccc3)c2n1,6,1,0.9,-16,0.9,1.1,1,-8,14,19
CCOc1ccc(C)cc1-n1nc2ccccc2n1,3,1.1,1,10,0.9,1,0.9,-1,12,-5
Cc1cccc(C(=O)NC(=S)Nc2ccc3[nH]c(=O)[nH]c3c2)c1,8,0.8,0.9,-6,0.9,1,0.8,-5,15,-4
O=C(N/N=C/C=C/c1ccccc1)C1CC1(c1ccccc1)c1ccccc1 (centres undefined),15,0.9,0.8,-2,0.9,1,0.9,2,11,7
O=C(COC(=O)CCNS(=O)(=O)c1ccc2c(c1)OCCO2)NC1CCCc2ccccc21 (centres undefined),6,1,0.9,-18,0.9,1.1,1,-7,9,-11
Cc1ccc(CSC(Nc2ccc(F)cc2)=C(C#N)C#N)cc1,2,0.8,1,-6,0.7,1.1,0.9,-6,31,58*
CCCc1cc(=O)[nH]c(SCC(=O)Nc2ccccc2C#N)n1,10,0.9,0.9,-6,0.9,1,1,1,13,-1
COc1ccccc1N1CCN(C(=O)C2c3ccccc3Oc3ccccc32)CC1,-7,0.9,1.1,-6,0.8,1,0.9,-4,16,27
COc1ccc(-c2cc(-c3cccs3)c(C#N)c(SCC(=O)NCc3ccccc3)n2)cc1,6,1.1,0.9,-11,1,1,1.2,-4,-4,2
COc1ccc(-c2csc(Nc3ccc(S(=O)(=O)Nc4cc(OC)nc(OC)n4)cc3)n2)cc1,3,0.9,1,-6,0.9,1,0.9,3,14,3
CCOC(=O)/C(C#N)=C/c1cn(CCC(=O)O)nc1-c1ccc(Cl)cc1,11,0.9,0.9,-4,0.8,1,0.9,2,18,-4
O=C1COc2ccc(C(=O)CSc3nnnn3-c3ccccc3)cc2N1,7,1,0.9,-8,0.8,1,0.8,-2,18,-2
C/C(=C\C(=O)c1cccnc1)Nc1ccc(O)cc1,5,0.6,0.9,-1,0.6,1,0.6,4,38,99*
CCn1c(=N)n(CC(=O)c2cccc([N+](=O)[O-])c2)c2ccccc21,-19,1,1.2,-3,0.9,1,1,1,11,16
O=C(Nc1ccccc1)C(=O)Nc1ccccn1,6,1.1,0.9,2,1,1,1.1,-5,1,-8
CCN1CCN(C(=S)c2ccc([N+](=O)[O-])cc2)CC1,2,0.9,1,-15,0.9,1,0.9,2,8,58*
CC1CCC(N(C(=O)c2csnn2)C(C(=O)NC(C)(C)C)c2cccnc2)CC1 (centres undefined),1,0.9,1,-9,0.9,1,0.9,-2,9,17
CC1(C)CC(=O)c2cn3ncnc3nc2C1,0,0.9,1,-10,0.8,1.1,0.9,-5,16,-3
CCOC(=O)c1ccc(N2C(=O)c3n[nH]c(C)c3C2c2ccc(O)cc2)cc1 (centres undefined),-22,0.9,1.2,-16,0.9,1.1,0.9,-6,9,-1

# Screening data from PubChem BioAssay.
